DENV2 CPE: protects cells from dengue virus 2 cytopathic effect. DENV2-infected cells, cytopathic effect rescue, plate reader. CPE inhibition, % at 9.99 µM. hit rate 1.7% among 350,000; in the data active = CPE inhibition above about 20%, passing the limit was not always enough; inconclusive = no clear call, values can overlap the other calls; tested in BHK-21 cells;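 note: 0% = median of neutral control wells and 100% = median of positive control wells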
EWS-Fli inh: EWS/Fli transcriptional activity inhibition | A673 NR0B1-luciferase reporter, viability-normalised | inhibition, % at 12.6 µM | hit rate 0.67% among 350,000 | AID 651661;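 active = mean inhibition of at least 50% after viability correction, with every replicate also passing that limit; inconclusive = mean reaches 50% but only one of two replicates passes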;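 note: firefly luciferase signal divided by Alamar Blue viability fluorescence both relative to DMSO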
CFTR F508del cor: correctors of CFTR F508del function in bronchial epithelial cells; activity (quench increase), % at 7.58 µM; hit rate 0.36% among 350,000; CFBE cells, YFP halide quenching; stimulated with forskolin plus potentiator P3; % fluorescence drop versus neutral controls;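 active = mean added fluorescence quench of at least 8% versus neutral control, with both replicates also reaching 8%; inconclusive = only one of the mean or replicate conditions met; inactive = mean below 8% and not both replicates reaching 8%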;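 note: cells transiently co-express mutant CFTR-F508del with the halide-sensitive YFP; corrector assay measuring rescue of mutant channel to the surface after 24 h compound exposure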
FN deposit inh: fibronectin deposition inhibition. hit rate 0.086% among 350,000. AH1F fibroblasts, Alexa488-fibronectin deposition fluorescence, overnight. inhibition, % at 12.6 µM;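 active = mean inhibition across replicates of 30% or more, regardless of how many single replicates reach that level; inconclusive = mean under 30% yet at least half of replicates reach 30%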;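 note: positive control wells lacked labelled fibronectin entirely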
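Assay system: AH1F fibroblast monolayer, labelled fibronectin deposition. Amount: 10000 cells per well. Also added: labelled fibronectin 24 nM. Compound: single-point pinned compound. Incubation: cell attachment 1 h, compound and FN exposure overnight. Detection: fluorescence after three HBSS washes, excitation 485 nm, emission 525 nm. Read-out: inhibition of fibronectin deposition signal.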
PAX8 reporter: PAX8 transcriptional activity inhibition; RMG-I TPO-luciferase reporter, SteadyGlo, 24 h; inhibition, % at 12.6 µM; hit rate 1.2% among 360,000;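 active = mean replicate inhibition at least 60% with every replicate also reaching 60%; inconclusive = only one of the two criteria is met; inactive = mean below 60% and not all replicates reaching 60%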;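 note: luciferase light reporting Pax8 driven TPO promoter activity; plate controls were median of neutral control wells for no effect and mitoxantrone controls for full effect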
miR122 inh: blocks miR-122 activity in Huh7 sensor cells. Huh7 miR-122 Renilla luciferase sensor, 48 h; neutral wells = 0, positive control = 100. activation (reporter increase), % at 12.5 µM. hit rate 0.3% among 340,000. AID 602342;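 active = mean replicate activation score at least 90 and every replicate individually at or above 90; inconclusive = only one of the two criteria met; inactive = neither criterion met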;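 note: higher luciferase means less miR-122 activity so hits act as miR-122 inhibitors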
GSIS activator: GLuc luminescence reporter in INS-1E cells, primary screen for activators of glucose-dependent secretion of insulin; AID 743287; hit rate 0.61% among 370,000; activation, % at 16.6 µM; INS-1E GLuc reporter insulin secretion, 2-3 h;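 active = lowest replicate activation of at least 40%, so every replicate reaches that level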;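 note: 0% = median of neutral control wells and 100% = median of IBMX positive control wells; some compounds called inactive have numbers as strong as hits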
Active calls of the source: *; ? = inconclusive; . = not tested or not shown; & = joins results of further samples; [ ] = dose if it differs, or a comment.

The first 2 compounds as a preview:
SMILES	DENV2 CPE	EWS-Fli inh	CFTR F508del cor	FN deposit inh	PAX8 reporter	miR122 inh	GSIS activator
Cc1ccc(C(=O)N/N=C\c2cccnc2)s1	?	.	-0.5	.	-24	.	15
CSc1nnc(NC(=O)C23CC4CC(CC(C4)C2)C3)s1	6	.	0.7	-7	-122	.	-8

All compounds of this part, previewed entries included:
SMILES	DENV2 CPE	EWS-Fli inh	CFTR F508del cor	FN deposit inh	PAX8 reporter	miR122 inh	GSIS activator
Cc1ccc(C(=O)N/N=C\c2cccnc2)s1	?	.	-0.5	.	-24	.	15
CSc1nnc(NC(=O)C23CC4CC(CC(C4)C2)C3)s1	6	.	0.7	-7	-122	.	-8
CCc1ccc(/C=C2\SC(=S)N(CCC(=O)N3CCN(C)CC3)C2=O)cc1	.	42	6.1	-14	-5	.	-6
COCC#Cc1cnc2c(c1)C(=O)N([C@@H](C)CO)C[C@@H](C)[C@@H](CN(C)C(=O)C1CCCCC1)O2	2	-10	2.3	.	-1	10[16.7 µM]	8
COc1ccccc1CNC(=O)COC(=O)Cc1cccc(F)c1	7	1	0.0	.	5	-7	28
C[C@@H]1CCCCO[C@H](CN(C)C(=O)C2CCCCC2)[C@H](C)CN([C@@H](C)CO)C(=O)c2cc(NS(=O)(=O)c3cn(C)cn3)ccc2O1	-7	-10	-0.9	.	2	0[16.7 µM]	2
COc1ccc(S(=O)(=O)N(C)C[C@H]2Oc3ccc(NC(=O)C4CC4)cc3C(=O)N([C@H](C)CO)C[C@H]2C)cc1	-3	4	1.5	.	41	68[16.7 µM]	0
COc1ccc(NC(=O)Nc2ccc3c(c2)C(=O)N([C@@H](C)CO)C[C@H](C)[C@H](CN(C)Cc2ccc(C(=O)O)cc2)OCCCC[C@@H](C)O3)cc1	59*	1	0.7	.	5	-6[16.7 µM]	0
O=C(NCCCN1CCOCC1)c1ccco1	.	.	.	-7	10	-3	.
CCOC(=O)c1c(C)[nH]c(C(=O)N/N=C\c2ccccc2Cl)c1C	.	-14	.	.	-8	9	-28
CCOc1nc(-c2ccccc2Cl)nc2ccccc12	0	2	-0.5	-1	18	-3	23
Cc1cccc(NC2=NCC(=O)N2Cc2ccccc2)c1	.	.	.	4	-10	-3	.
OCCC1CN(CCCn2cccn2)CCN1Cc1ccccc1 (stereo not drawn)	3	-4	.	.	12	2	-5
Cn1c(SCC(=O)NC2CCCCC2)nnc1-c1cc2cc(Cl)ccc2o1	.	.	.	3	.	-5	-6
C#Cc1cccc(NC(=O)Cc2cccs2)c1	-2	-1	2.0	0	-9	3	-3
CC(C)NC(=O)C1(C)CCN1C(=O)C1(c2ccccc2)CC1 (stereo not drawn)	-6	-3	1.3	-9	16	-4	23
FC(F)(F)c1cc(-c2ccco2)nc(NCCc2ccccc2)n1	.	.	.	-2	-46	4	.
Cc1ccc(S(=O)(=O)N2CCN(CN3C(=O)CC4(CCCC4)C3=O)CC2)cc1	-3	-2	1.4	1	-8	.	-4
CCCCCCCCN1C(=O)[C@H](CC(=O)N2CCCCC2)C[C@@]2(C(=O)OCC)CCCC=C12	7	13	-2.1	-1	-5	.	.
O=C(C[C@H]1CC[C@@H]2[C@H](COC[C@H](O)CN2Cc2cc(F)cc(F)c2)O1)Nc1nccs1	-8	0	-1.0	2	17	-4[16.7 µM]	3
CCOC(=O)c1cc(NC(=O)c2ccc(Cl)cc2)c(=O)n2c1oc1ccc(Cl)cc12	3	11	-1.0	.	.	1	26
CCc1sc(NC(C)=O)nc1-c1ccccc1	3	10	1.1	8	0	2	2
Cc1ccc(C)c(NCC(O)c2ccccc2)c1 (stereo not drawn)	2	3	-1.9	11	7	14	.
CN(C(=O)CSc1nc2[nH]ncc2c(=O)[nH]1)c1ccccc1	9	-3	2.0	3	-16	3	32
CNC[C@H]1Oc2ccc(NC(=O)Nc3ccc(OC)cc3)cc2C(=O)N([C@@H](C)CO)C[C@@H]1C	-8	-7	1.2	.	-9	3[16.7 µM]	15
Going on with the list:
SMILES	DENV2 CPE	EWS-Fli inh	CFTR F508del cor	FN deposit inh	PAX8 reporter	miR122 inh	GSIS activator
C[C@@H]1CN([C@@H](C)CO)C(=O)c2cc(Br)cnc2O[C@@H]1CN(C)Cc1cncnc1	11&-8	-2&-3	2.6&3.1	7	6	-7	-6&18
Cc1ccc(-c2csc(N3CCN(CCCn4c(C(F)(F)F)nc5ccccc54)CC3)n2)cc1	10	10	1.4	-1	2	-2	.
Cc1cc(OCCCCn2ccnc2)cc(C)c1Cl	.	-2	-0.5	.	14	.	16
Cc1cc(OCC(O)CN2CCc3ccccc3C2)ccc1Cl (stereo not drawn)	-1	19	1.6	-10	8	.	-29
Cc1ncoc1C(=O)N1CCc2c([nH]c3ccccc23)C1c1ccccc1F (stereo not drawn)	6	17	1.3	2	19	1	-5
CN(C)/C=C(\C#N)C(=O)c1cccnc1Oc1ccc(F)cc1F	.	.	.	17	.	-2	19
Cc1ccc(NC(=O)C2CCCN2C(=O)OCc2ccccc2)c(C)c1 (stereo not drawn)	-2	.	-1.2	.	5	.	0
O=C(c1ccccc1F)c1cc2c(cc1[N+](=O)[O-])OCCO2	6	9	2.6	2	-21	.	-1
C[C@@H]1CCCCO[C@@H](CN(C)C)[C@@H](C)CN([C@H](C)CO)C(=O)c2cc(NS(=O)(=O)c3ccc(F)cc3)ccc2O1	-1	-1	1.6	-2	-12	-3[16.7 µM]	19
Cn1c(C(=O)N2CCOCC2)cc2c(=O)n3ccccc3nc21	14	.	0.6	-3	-14	-3	17
NC(=O)c1c(NC(=O)c2ccc(F)cc2)sc2c1CCC2	-5	-77	2.4	0	-124	.	-10
CCOc1ccccc1C(=O)NCCCCNC(=O)c1ccccc1OCC	0	-5	3.5	-23	-2	16	.
CCOc1ccc(OCCC(=O)OC(C)C(=O)Nc2ccc(C(C)=O)cc2)cc1 (stereo not drawn)	-1	-8	3.0	-7	4	.	-15
C=C(C)CNC(=S)N/N=C1\CCCCc2ccccc21	-4	15	.	-1	-2	20	1
Cc1ccc(C(=O)OCC(=O)c2c[nH]c3ccccc23)cc1S(=O)(=O)N1CCCCC1	.	.	.	-6	15	10	-1
CO[C@@H]1CN(C)C(=O)c2cc(NS(C)(=O)=O)ccc2OC[C@@H](C)N(C(=O)C2CC2)C[C@H]1C	5	4	3.1	4	-7	.	2
Cc1c(C(=O)Nc2ccc3c(c2)OCCO3)cnn1C	-3	20	-5.9	0	-120	-1	7
CCN(c1ccccc1)S(=O)(=O)c1ccc(OC)c(NC(=O)CN2C(=O)NC(C)(C)C2=O)c1	?	-5	-0.9	-2	0	-9	0
COc1ccc(CN(C)C[C@H]2OCCCC[C@@H](C)Oc3ccc(NS(=O)(=O)c4ccccc4)cc3C(=O)N([C@@H](C)CO)C[C@@H]2C)cc1	?	2	2.5	-15	25	-5[16.7 µM]	-12
COC(=O)C1=C(Nc2ccccc2NC(=O)c2ccccc2C(=O)O)CSC1	13	-38	1.8	9	-27	-4	9
C/C(=N\NC(=S)NC1CCCCC1)c1cccc(Br)c1	6	18	.	-1	-23	.	28
COc1ccc(S(=O)(=O)N(C)C(C)CCc2ccco2)cc1 (stereo not drawn)	3	11	0.8	1	5	-4	-14
CCCCC(=O)NC(c1ccc(OC)c(OC)c1)c1ccc2cccnc2c1O (stereo not drawn)	-13	32	7.1	4	79*	-4	12
CC(NC(=O)C(=O)Nc1nccs1)c1ccccc1 (stereo not drawn)	5	2	-5.7	8	0	.	12
O=C(COc1ccccc1)N1CCN=C1SCc1ccccc1	-9	4	5.7	.	1	.	-26
The list goes on.
SMILES	DENV2 CPE	EWS-Fli inh	CFTR F508del cor	FN deposit inh	PAX8 reporter	miR122 inh	GSIS activator
COc1cccc(CNC(=O)C[C@H]2CC[C@H](NC(C)=O)[C@@H](CO)O2)c1	18	1	-5.2	-7	-2	0[16.7 µM]	13
O=C(NC(=S)Nc1ccc(Cl)c(C(=O)O)c1)c1ccc(OCc2ccccc2)cc1	?	1	0.0	-1	.	.	-8
Cc1ccc(-n2nc3c(=O)n(CC(=O)NCCc4ccco4)nc(C)c3c2C)cc1	7	.	-0.3	-5	40	-11	7
CC1CC(=O)NN=C1c1cccs1 (stereo not drawn)	-3	-6	-0.5	5	-12	-4	-2
CO[C@H]1CN(C)C(=O)c2cc(NC(C)=O)ccc2OC[C@@H](C)N(Cc2cccnc2)C[C@@H]1C	.	-2	1.7	2	-23	-7[16.7 µM]	-3
COc1ccc(OCC(O)CN2CCCCC2)cc1 (stereo not drawn)	-3	-4	-1.3	1	-1	-1	.
CC(=O)Nc1ccc(NC(=O)CC2SC(=O)N(CC(=O)c3ccccc3)C2=O)cc1 (stereo not drawn)	-4	-5	-1.4	4	-4	-6	4
C[C@@H]1CN([C@H](C)CO)C(=O)c2cccc(NC(=O)Nc3ccc(C(F)(F)F)cc3)c2O[C@@H]1CN(C)Cc1ccc(C(F)(F)F)cc1	3	-18	-3.9	.	6	6[16.7 µM]	-12
CN1CCN(c2ncnc3c2ncn3[C@H]2CN(Cc3ccc(F)cc3)C[C@@H](CO)O2)CC1	6	3	4.0	0	-10	-2	10
N#Cc1ccccc1N/C=C/C(=O)c1ccc(Cl)cc1	5	5	1.3	-3	-49	-4	17
O=C(C[C@@H]1CC[C@H]2[C@@H](COC[C@H](O)CN2C(=O)c2ccccc2F)O1)NCc1ccc(Cl)c(Cl)c1	3	1	-0.7	-4	4	-5[16.7 µM]	-22
CCC(=O)N1C[C@H](C)[C@@H](OC)CN(C)C(=O)c2cc(NC(=O)c3ccc(F)cc3)ccc2OC[C@H]1C	-6	-4	0.9	6	10	10[16.7 µM]	-3
C[C@@H]1CN([C@H](C)CO)C(=O)c2cc(-c3ccncc3)cnc2O[C@@H]1CN(C)C(=O)c1cccc(F)c1	4	-7	3.3	.	.	-6[16.7 µM]	-8
COc1ccc(CN2CCN(C(=O)CCC(=O)Nc3nnc(C(C)C)s3)CC2)cc1F	-3	.	-2.0	-23	-2	5	-7
CC(C)Cn1c(=O)c(-[n+]2ccccc2)c([O-])c2ccccc21	-1	4	.	-17	-1	-9	23

Exported with two lines to a compound: part of the list above.
The line under a structure holds: DENV2 CPE	EWS-Fli inh	CFTR F508del cor	FN deposit inh	PAX8 reporter	miR122 inh	GSIS activator
COc1cccc(CNC(=O)C[C@H]2CC[C@H](NC(C)=O)[C@@H](CO)O2)c1
→ 18	1	-5.2	-7	-2	0[16.7 µM]	13
O=C(NC(=S)Nc1ccc(Cl)c(C(=O)O)c1)c1ccc(OCc2ccccc2)cc1
→ ?	1	0.0	-1	.	.	-8
Cc1ccc(-n2nc3c(=O)n(CC(=O)NCCc4ccco4)nc(C)c3c2C)cc1
→ 7	.	-0.3	-5	40	-11	7
CC1CC(=O)NN=C1c1cccs1 (stereo not drawn)
→ -3	-6	-0.5	5	-12	-4	-2
CO[C@H]1CN(C)C(=O)c2cc(NC(C)=O)ccc2OC[C@@H](C)N(Cc2cccnc2)C[C@@H]1C
→ .	-2	1.7	2	-23	-7[16.7 µM]	-3
COc1ccc(OCC(O)CN2CCCCC2)cc1 (stereo not drawn)
→ -3	-4	-1.3	1	-1	-1	.
CC(=O)Nc1ccc(NC(=O)CC2SC(=O)N(CC(=O)c3ccccc3)C2=O)cc1 (stereo not drawn)
→ -4	-5	-1.4	4	-4	-6	4
C[C@@H]1CN([C@H](C)CO)C(=O)c2cccc(NC(=O)Nc3ccc(C(F)(F)F)cc3)c2O[C@@H]1CN(C)Cc1ccc(C(F)(F)F)cc1
→ 3	-18	-3.9	.	6	6[16.7 µM]	-12
CN1CCN(c2ncnc3c2ncn3[C@H]2CN(Cc3ccc(F)cc3)C[C@@H](CO)O2)CC1
→ 6	3	4.0	0	-10	-2	10
N#Cc1ccccc1N/C=C/C(=O)c1ccc(Cl)cc1
→ 5	5	1.3	-3	-49	-4	17

This is a random part of the collection; 3.9% or so of the library scored in one or more.
